CCHF vOTU inh = blocks the CCHF virus ovarian tumor domain protease; CCHFV vOTU protease, Pep-AMC fluorescence; inhibition, % at 11.5 µM; hit rate 0.55% among 370,000; in the data active = inhibition above about 30%; also: 0% = vehicle wells with enzyme and 100% = no enzyme wells
Yp Topo-I inh = Y. pestis Topo-I inhibition via cleavage products | Y. pestis Topo-I cleavage product accumulation, plate reader | activity, % at 10 µM | hit rate 0.064% among 360,000; in the data active = activity above about 50%, passing the limit was not always enough; also: inactives centre near 2
BoNT A protease = blocks Botulinum neurotoxin A light chain protease; multiplex microsphere protease substrate cleavage, flow cytometry; hit rate 0.17% among 360,000; inhibition, % at 10 µM; also: plate controls were buffer without enzyme for full effect and enzyme alone for no effect
PrPC surface inh = reduces human prion protein on the cell surface | P04156 | cell surface PrPC, TR-FRET read-out | AID 720596 | inhibition, % at 13.8 µM | hit rate 0.43% among 370,000; in the data active = inhibition above about 24%; also: 0% = median of the test wells and 100% = reference compound wells
Anthrax LF prot = anthrax lethal factor protease inhibition; inhibition, % at 10 µM; multiplex microsphere protease cleavage assay, LF; AID 588501; hit rate 0.12% among 360,000; also: plate controls were buffer without enzyme for full effect and enzyme alone for no effect
Target sequence (P15917 whole entry, looked up): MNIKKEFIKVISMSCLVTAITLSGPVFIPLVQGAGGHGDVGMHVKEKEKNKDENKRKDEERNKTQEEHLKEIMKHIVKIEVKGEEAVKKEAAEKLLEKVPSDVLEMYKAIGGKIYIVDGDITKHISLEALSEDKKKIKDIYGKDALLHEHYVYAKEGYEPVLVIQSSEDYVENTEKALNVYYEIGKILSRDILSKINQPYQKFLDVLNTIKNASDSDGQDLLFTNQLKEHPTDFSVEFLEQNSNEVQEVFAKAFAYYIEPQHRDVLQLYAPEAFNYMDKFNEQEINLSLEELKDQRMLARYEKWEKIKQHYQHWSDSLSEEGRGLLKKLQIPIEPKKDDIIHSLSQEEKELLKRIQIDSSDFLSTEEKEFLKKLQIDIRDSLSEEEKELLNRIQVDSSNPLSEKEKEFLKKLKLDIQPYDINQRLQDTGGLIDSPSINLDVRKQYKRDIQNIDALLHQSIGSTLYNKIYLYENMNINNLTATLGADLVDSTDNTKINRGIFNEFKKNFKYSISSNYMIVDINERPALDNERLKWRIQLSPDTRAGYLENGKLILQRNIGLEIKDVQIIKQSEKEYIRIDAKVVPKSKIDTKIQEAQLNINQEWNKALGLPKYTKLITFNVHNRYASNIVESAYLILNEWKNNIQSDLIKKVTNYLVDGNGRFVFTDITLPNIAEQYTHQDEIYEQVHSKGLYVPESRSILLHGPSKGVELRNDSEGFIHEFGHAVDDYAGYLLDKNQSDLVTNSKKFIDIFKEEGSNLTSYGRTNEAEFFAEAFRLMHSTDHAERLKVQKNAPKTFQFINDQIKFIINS
FadD28 binding = inhibitors of Mycobacterium tuberculosis FadD28 bisubstrate binding; FadD28 bisubstrate probe binding, fluorescence polarization; hit rate 0.22% among 360,000; AID 588549; inhibition, % at 12.5 µM; in the data active = inhibition above about 8.5%, passing the limit was not always enough
BoNT F protease = blocks Botulinum neurotoxin F light chain protease | hit rate 0.22% among 360,000 | Multiplex microsphere protease cleavage assay, flow cytometry | inhibition, % at 10 µM; in the data active = inhibition above about 35%, passing the limit was not always enough; also: plate controls were buffer without enzyme for full effect and enzyme alone for no effect
TcdB inh = TcdB glycohydrolase inhibition; inhibition, % at 9.99 µM; TcdB glycohydrolase enzymatic assay, plate reader; hit rate 0.24% among 350,000; P18177; in the data active = inhibition above about 10%
PfHsp40 yeast = compounds rescuing yeast from Plasmodium falciparum HSP40 toxicity | S. cerevisiae expressing PfHsp40, growth rescue, ATP luminescence | hit rate 0.68% among 340,000 | growth rescue, % at 12.5 µM | AID 504582; in the data active = growth rescue above about 28%, passing the limit was not always enough;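 also: yeast W303a lacking pdr1 and pdr3 grown in galactose medium; growth measured after three days at 30 °C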
An asterisk follows results filed as active; · = not tested or not shown. Rule as the data show it, unless noted: active = inhibition above about 30%; inconclusive = no clear call, values can overlap the other calls; inactive = below that.

SMILES	CCHF vOTU inh	Yp Topo-I inh	BoNT A protease	PrPC surface inh	Anthrax LF prot	FadD28 binding	BoNT F protease	TcdB inh	PfHsp40 yeast
Cc1cnc(C)c(Nc2nc(C(N)CCc3ccccc3)cs2)n1 (stereo not drawn)	-1	-1	-0.1	0	-6	-5.3	-19	0.5	·
COCCN(C(=O)c1ccco1)c1nc(-c2ccccc2)cs1	-8	16	-1.3	1	0	-5.4	6	0.9	1.5
CN(c1ccc(OCC(=O)N2CCCC2)cc1)S(=O)(=O)c1ccc(Cl)cc1	14	24	1.5	4	2	-1.9	7	-0.1	-0.7
COc1ccc(CCn2c(C)cc(C(=O)CN3C(=O)C(=O)N(Cc4ccco4)C3=O)c2C)cc1	-2	21	-0.5	5	-10	0.0	-10	1.3	1.2
CC(C)(C)C1(C)OC(=O)C(=Cc2ccc(OCC(=O)Nc3ccccc3)cc2)C(=O)O1 (stereo not drawn)	·	-6	-0.6	·	-1	-0.7	-9	·	-0.6
Fc1ccc(-c2nc3ccc(Cl)cn3c2Cc2cccc(Cl)c2)cc1	6	·	0.6	-10	-12	-6.3	-7	0.9	·
CCOC(=O)/C(C(N)=NCCO)=C(/O)c1ccccc1	-5	4	-1.2	-2	-4	-1.4	-1	·	-0.1
COc1ccc(CN(C(=O)CSc2nnc(-c3ccccc3C)o2)c2ccc(F)cc2)cc1	11	6	0.0	-5	-1	0.4	7	·	-0.4
O=C(CCCn1cnc([N+](=O)[O-])n1)Nc1cccc(O)c1	8	2	-1.5	-10	-3	-1.3	-8	-0.4	0.0
C=C(C)Cn1c(CCCNC(=O)C(C)(C)C)nc2ccccc21	-7	-6	0.7	-4	-2	-1.3	12	·	-1.5
O=C(C[n+]1cccc(C(=O)Nc2ccccc2)c1)c1ccc([N+](=O)[O-])cc1	23	-25	0.4	-5	-2	-2.8	-11	0.3	1.4
Cc1ccc(C(=O)NCC(=O)OC(C)C(=O)Nc2ccc(N3CCOCC3)cc2)s1 (stereo not drawn)	13	-4	0.1	1	-3	0.4	-13	0.8	0.3
COc1ccc(NC(=S)NCCNC(C)=O)cc1	-1	6	-0.6	-2	7	-2.3	-1	0.3	0.6
COc1ccc(NC(=O)CC2CCCC2)cc1S(=O)(=O)N1CCCCC1	-7	-2	-0.4	5	0	-0.7	-3	·	0.7
O=C(O)CSc1nnc(-c2ccc(Cl)cc2)n1-c1ccccc1	0	-2	-0.4	-6	-3	-0.6	36*	-1.2	-1.5
OC[C@@H]1CN(Cc2ccco2)C[C@H](n2cnc3c(N4CCOCC4)ncnc32)O1	9	2	-0.2	3	1	-2.5	4	0.8	·
Cc1cc(Nc2ccc(C(C)C)cc2)n2ncnc2n1	13	-4	0.4	8	-2	-3.0	-3	1.3	1.3
CCc1cc2c3c(c1)C1(C(=O)N3C(C)(C)CC2C)C(C#N)=C(N)N2C(=C1C#N)Nc1ccccc12 (stereo not drawn)	9	28	-1.1	-4	-1	-1.6	-27	·	0.6
COc1ccc(NC(=O)CC(=O)Nc2ccc(OC)cc2OC)c(OC)c1	-6	-6	1.0	-3	-10	-2.7	-5	·	1.2
COCCNC(=O)c1cnn2c(C(F)(F)F)cc(-c3ccc(C)cc3)nc12	-1	10	-0.6	1	2	1.0	-4	0.1	-1.1
COc1ccc(CNC(=O)CCCc2ccccc2)cc1	-3	0	0.6	4	-2	-1.5	0	·	-2.3
O=C1CCCN1CC(CN1CCOCC1)Sc1nc2ccccc2c(=O)n1-c1ccccc1 (stereo not drawn)	-2	9	0.8	4	-2	-5.0	-1	0.3	1.2
COc1ccc(Cc2c(-c3ccc(F)cc3)nc3c(C)cc(Br)cn23)c(C)c1	7	·	3.7	8	1	-1.5	-2	-2.0	·
CCOc1ccc(N(CC(=O)NC(C)(C)C)S(=O)(=O)c2c(C)noc2C)cc1	-6	9	-0.5	4	1	-0.3	3	-2.0	-1.4
Cc1cc(C(=O)COC(=O)c2cccnc2Cl)c(C)n1-c1c(C)n(C)n(-c2ccccc2)c1=O	5	-3	0.2	3	1	-0.3	-3	0.1	-1.1

(cont.)
SMILES	CCHF vOTU inh	Yp Topo-I inh	BoNT A protease	PrPC surface inh	Anthrax LF prot	FadD28 binding	BoNT F protease	TcdB inh	PfHsp40 yeast
CC(C)CNC(=O)COC(=O)c1cc(S(=O)(=O)N(C)C)ccc1N1CCCC1	-4	-5	0.0	-2	1	1.2	4	0.5	1.8
CCOc1ccc(S(=O)(=O)N2CCOCC2)cc1NC(=O)CSCc1c(C)noc1C	-10	2	-0.6	-2	2	0.1	2	0.6	0.0
CCc1ccc(S(=O)(=O)NCc2csc(-c3ccccc3)n2)s1	-1	26	·	0	·	-22	·	·	4.1
COc1ccc(NC(=O)C(CC(C)C)NC(=O)c2ccccc2C)cn1 (stereo not drawn)	4	-5	-1.3	-3	-1	0.5	-9	·	-0.6
COc1ccc(C(=O)CN2CCN(CCN3C(=O)c4cccc5cccc(c45)C3=O)CC2)cc1	-8	11	0.3	-26	3	-1.9	2	1.1	-0.4
COCCCNC(=O)c1cc2c(s1)CS(=O)(=O)C2	1	-6	1.2	-2	0	-2.3	3	·	0.0
Cc1ccc2c(C)c(C(=O)N3CCCCC3CO)oc2c1C (stereo not drawn)	13	-4	-1.1	-5	-4	-4.6	0	1.5	0.6
O=C(NCCc1ccc(Cl)cc1)/C(=C/c1cccnc1)NC(=O)c1ccccc1	2	1	0.1	-12	-1	-3.7	-1	2.0	-0.4
C[C@H](NC(=O)/C=C/[C@H]1O[C@@H](n2ccc(=O)[nH]c2=O)[C@H](O)[C@@H]1O)C(=O)O	6	·	0.3	2	-6	-2.2	-10	0.3	·
COc1ccc(OC)c(N(CC(=O)Nc2ccc3c(c2)OCO3)S(=O)(=O)c2ccccc2)c1	10	-2	0.0	2	-17	-0.2	-6	·	0.4
CN(C)S(=O)(=O)Nc1cc(Cl)cc(Cl)c1	-1	6	-0.6	3	-11	-3.7	-4	0.2	-1.9
CC(C)CC(CO)N1CCN(C(=O)c2cccc(Cl)c2)CCC1=O (stereo not drawn)	1	-16	-0.1	2	-3	-0.7	-6	1.4	-0.6
COc1cc(OC)c2c(=O)c(OC)c(-c3ccc(OC)c(OC)c3)oc2c1	·	-2	0.7	·	0	-2.8	1	·	-0.9
O=C1C2CCCCN2C(=O)N1CCN1CCN(c2cccc(Cl)c2)CC1 (stereo not drawn)	-1	3	0.8	-5	0	-0.5	18	2.1	1.3
Cc1cccc(-n2c3nc(=O)[nH]c(=O)c-3cc3cc([N+](=O)[O-])ccc32)c1	21	-1	3.2	-13	-1	-1.2	10	0.7	-0.4
COCCNC(=O)c1cccc(OC2CCN(Cc3ccccc3C)CC2)c1	-17	-2	-5.0	6	-4	-2.6	5	1.1	-0.1
COc1ccc(Cn2nnnc2C(c2ccccc2OC)N2CCC(C(N)=O)CC2)cc1 (stereo not drawn)	3	5	-1.4	-6	-4	-0.4	-11	·	-1.4
Cc1nc(NNC(=O)c2ccccc2)cc(-c2ccccc2)n1	-9	0	-0.1	-7	2	-1.6	-4	·	0.6
Cc1noc(C)c1COC(=O)c1cccc(S(=O)(=O)N2CCCCCC2)c1	13	-6	-0.2	12	-5	-2.5	0	·	4.5
CSc1nnc(-c2sc3cc(C(F)(F)F)cnc3c2-c2cccnc2)n1C	8	1	-0.6	1	0	-1.4	-15	·	-1.0
O=C(CS(=O)(=O)c1c[nH]c2ccccc12)Nc1ccc(F)cc1	-7	1	-0.8	-4	-1	0.5	-6	0.4	-1.3
CCOc1ccc(CCNC(=O)CS(=O)Cc2nc(-c3ccc(OC)cc3)oc2C)cc1OCC (stereo not drawn)	13	18	-1.4	-2	1	-3.3	0	-1.3	0.5
O=C(COc1cccnc1[N+](=O)[O-])NCc1cccs1	-5	-14	-0.3	-5	-4	-4.7	-3	4.4	0.2
Cc1ccc(N=C(N(C)C)P(=O)(N(C)C)N(C)C)c(C)c1	-3	1	-0.8	-1	-3	-4.0	-12	-0.2	0.4
CCOC(=O)C1CCCCN1C(=O)CCc1nnc(-c2ccc3c(c2)OCO3)o1 (stereo not drawn)	-5	6	-2.2	1	-2	-5.0	-5	-0.8	-0.4

Shown as a markdown table: 2 of the compounds above.
| smiles | CCHF vOTU inh | Yp Topo-I inh | BoNT A protease | PrPC surface inh | Anthrax LF prot | FadD28 binding | BoNT F protease | TcdB inh | PfHsp40 yeast |
| --- | --- | --- | --- | --- | --- | --- | --- | --- | --- |
| Cc1ccc2c(C)c(C(=O)N3CCCCC3CO)oc2c1C (stereo not drawn) | 13 | -4 | -1.1 | -5 | -4 | -4.6 | 0 | 1.5 | 0.6 |
| O=C(NCCc1ccc(Cl)cc1)/C(=C/c1cccnc1)NC(=O)c1ccccc1 | 2 | 1 | 0.1 | -12 | -1 | -3.7 | -1 | 2.0 | -0.4 |

A second format for some results above:
> COCCCNC(=O)c1cc2c(s1)CS(=O)(=O)C2
  CCHF vOTU inh: 1
  Yp Topo-I inh: -6
  BoNT A protease: 1.2
  PrPC surface inh: -2
  Anthrax LF prot: 0
  FadD28 binding: -2.3
  BoNT F protease: 3
  TcdB inh: ·
  PfHsp40 yeast: 0.0
> O=C(CS(=O)(=O)c1c[nH]c2ccccc12)Nc1ccc(F)cc1
  CCHF vOTU inh: -7
  Yp Topo-I inh: 1
  BoNT A protease: -0.8
  PrPC surface inh: -4
  Anthrax LF prot: -1
  FadD28 binding: 0.5
  BoNT F protease: -6
  TcdB inh: 0.4
  PfHsp40 yeast: -1.3
> COc1ccc(C(=O)CN2CCN(CCN3C(=O)c4cccc5cccc(c45)C3=O)CC2)cc1
  CCHF vOTU inh: -8
  Yp Topo-I inh: 11
  BoNT A protease: 0.3
  PrPC surface inh: -26
  Anthrax LF prot: 3
  FadD28 binding: -1.9
  BoNT F protease: 2
  TcdB inh: 1.1
  PfHsp40 yeast: -0.4
> COc1ccc(Cn2nnnc2C(c2ccccc2OC)N2CCC(C(N)=O)CC2)cc1 (stereo not drawn)
  CCHF vOTU inh: 3
  Yp Topo-I inh: 5
  BoNT A protease: -1.4
  PrPC surface inh: -6
  Anthrax LF prot: -4
  FadD28 binding: -0.4
  BoNT F protease: -11
  TcdB inh: ·
  PfHsp40 yeast: -1.4

Next section:
SMILES	CCHF vOTU inh	Yp Topo-I inh	BoNT A protease	PrPC surface inh	Anthrax LF prot	FadD28 binding	BoNT F protease	TcdB inh	PfHsp40 yeast
CN(Cc1cccs1)C(=O)CN1C(=O)c2ccccc2S1(=O)=O	4	2	-0.7	5	-11	0.1	-3	0.6	-1.3
Cc1oc(-c2ccccc2Cl)nc1CS(=O)(=O)CC(=O)N1CCOCC1	0	-4	-0.2	3	-12	2.7	-5	0.0	-2.0
Cc1ccc2cccc(OCc3ccc(F)cc3)c2n1	-10	-1	1.1	-3	-6	-1.7	5	0.7	-0.7
CC(=O)c1cc2c(cc1NC(=O)Nc1cccc(Cl)c1)OCCO2	-6	-12	-0.4	1	0	-3.4	-30	·	0.0
COc1ccc(OC)c(N(C(=O)c2ccco2)C(C(=O)NC2CCCC2)c2cc(OC)c(OC)c(OC)c2)c1 (stereo not drawn)	22	11	2.1	-1	9	-4.9	-4	1.1	-0.2
O=C(Cc1ccccc1)Nc1ccc(CN2CCOCC2)cc1	-8	4	-0.9	6	-2	-1.7	1	·	7.1
O=S(=O)(Cc1ccccc1)N1CCCC1	5	-8	-0.8	0	-3	-3.6	-2	·	-0.7
COc1ccc([C@@H]2[C@@H]3C(=O)N(C(C)(C)C)C(=O)[C@@H]3[C@]3(CC(C)C)C(=O)N(c4ccc(C(F)(F)F)cc4)C(=O)N23)cc1	-14	-5	-0.6	-7	6	-1.5	-4	1.5	3.6
Cc1ccc(CNc2ncnc(N)c2[N+](=O)[O-])cc1	-11	-9	0.1	1	-2	-3.2	0	0.4	-1.1
O=C(CNC(=O)c1ccc(Cl)cc1)OC1CCOC1=O (stereo not drawn)	-9	-5	-2.1	4	-4	-2.9	-4	0.1	-0.6
O=C(Nc1nc(-c2ccccc2)cs1)c1ccco1	-7	-7	·	4	·	-3.9	·	0.5	0.9
CC(C)N1C(=O)CCC1C(=O)NCc1cccs1 (stereo not drawn)	5	4	-0.1	-3	-2	0.3	-2	0.4	1.4
COC(=O)Nc1ccc(S(=O)(=O)NNC(=O)c2c(O)c3ccccc3[nH]c2=O)cc1	-9	2	-3.0	3	-14	·	-17	-0.1	52*

Assay outcomes (PubChem)

Rows were taken by chance, and some 2.3% of all compounds hit somewhere here.
